Source: PubChem BioAssay
Tau ThT inhib = inhibitors of human tau fibril formation, thioflavin T binding | Potency, µM (doses to about 57.4 µM), inactives show top-dose activity, negative = inhibition, most hits filed as inhibitors | AID 1460 | actives 2.1% (n = 270,000) | recombinant tau K18 P301L, heparin-induced fibrillization, ThT fluorescence; note: % is set by controls: 0 for no effect and ±100 for the full control effect; nearly all actives have a fitted effect of over 55% in size
Target sequence (P10636 561-689 P618L limits assumed): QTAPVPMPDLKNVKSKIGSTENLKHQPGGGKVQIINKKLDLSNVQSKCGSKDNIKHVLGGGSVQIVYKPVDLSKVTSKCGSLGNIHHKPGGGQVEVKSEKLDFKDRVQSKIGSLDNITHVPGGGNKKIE
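Heparin-induced (20 uM) aggregation of recombinant human K18 P301L tau, 15 uM unlabeled with 0.24 uM labeled, pH 7 acetate buffer, 6 hr at 37 C with compound. Fibrils quantified by 30 uM ThT fluorescence after 1 hr ambient incubation.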
Tau fibril FP = blocks human tau fibril formation measured by polarization. P10636. Potency, µM (top dose mostly 57.7 µM), for the others: at the highest dose activity, negative = inhibition, usual class: inhibitors. K18 P301L tau heparin fibrillization, Alexa594 FP, 6 h. actives 0.39% (n = 280,000); note: % is set by controls: 0 for no effect and ±100 for the full control effect; nearly all actives have a fitted effect of over 55% in size
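Steps: dispense K18 P301L tau (15 uM plus 0.24 uM Alexa 594 tracer, final) in pH 7 sodium acetate; add compound; add heparin (20 uM final); incubate 6 hr, 37 C; add ThT (30 uM final); after 1 hr ambient, read FP.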
ALDH1A1 inh = blocks purified human ALDH1A1 activity | Purified ALDH1A1, NADH fluorescence, propionaldehyde substrate | Potency, µM (highest dose often 75.3 µM), without a hit: top-dose activity, negative = inhibition, hits mostly inhibitors | actives 7.3% (n = 220,000) | AID 1030; active = well fitted inhibition curve with a large enough effect, not every such curve was filed as active; inconclusive = small, poorly fitted or top-dose-only effect, or another doubt; inactive = no such curve, though single readings can be large or run the other way;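 note: plate controls were no enzyme wells and a reference inhibitor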
Target sequence (P00352 whole entry, looked up): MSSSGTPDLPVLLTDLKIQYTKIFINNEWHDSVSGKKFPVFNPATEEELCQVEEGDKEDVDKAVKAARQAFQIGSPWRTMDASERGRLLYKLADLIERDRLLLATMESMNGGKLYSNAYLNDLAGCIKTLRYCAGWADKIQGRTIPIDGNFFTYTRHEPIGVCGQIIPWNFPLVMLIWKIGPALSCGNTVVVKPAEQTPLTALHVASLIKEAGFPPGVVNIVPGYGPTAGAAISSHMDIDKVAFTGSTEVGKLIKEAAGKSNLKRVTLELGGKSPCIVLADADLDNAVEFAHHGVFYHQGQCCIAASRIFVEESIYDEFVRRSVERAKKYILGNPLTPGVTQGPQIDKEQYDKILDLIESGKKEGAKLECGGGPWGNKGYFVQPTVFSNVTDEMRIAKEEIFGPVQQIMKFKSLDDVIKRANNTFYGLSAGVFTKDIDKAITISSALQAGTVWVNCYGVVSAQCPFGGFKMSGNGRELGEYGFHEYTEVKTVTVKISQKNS
HttQ103 aggreg = reduces HttQ103-GFP aggregates in PC12 cells | PC12 HttQ103-GFP aggregates, Acumen cytometry, 40 h | Potency, µM (titrated, usually from 46.1 µM), for inactives: at the top dose activity change, negative = inhibition, hits mostly inhibitors | actives 1.1% (n = 220,000) | AID 1688; note: % is set by controls: 0 for no effect and ±100 for the full control effect; nearly all actives have a fitted effect of over 60% in size
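PC12/HTTQ103-GFP, ecdysone-inducible; teb 100 nM; cpd qHTS titration; GFP aggregates read on laser cytometer, Ex 488/Em 500-530 nm.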
KDM4E inh = inhibitors of human JMJD2E histone demethylase; B2RXH2; JMJD2E catalytic domain, FDH-coupled NADH fluorescence (FDH is formaldehyde dehydrogenase); Potency, µM (titrated, usually from 57.1 µM), without a hit: at the highest dose activity change, negative = inhibition, actives largely listed as inhibitors; actives 1.6% (n = 230,000); AID 2147; active = well fitted inhibition curve with a large enough effect, not every such curve was filed as active; inconclusive = small, poorly fitted or top-dose-only effect, or another doubt; inactive = no such curve, though single readings can be large or run the other way;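 note: 0% = wells with enzyme and -100% = buffer wells without enzyme; nearly all actives have a fitted effect of over 50% in size; many of its hits are not listed in these tables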
Target sequence (B2RXH2 1-337 limits assumed): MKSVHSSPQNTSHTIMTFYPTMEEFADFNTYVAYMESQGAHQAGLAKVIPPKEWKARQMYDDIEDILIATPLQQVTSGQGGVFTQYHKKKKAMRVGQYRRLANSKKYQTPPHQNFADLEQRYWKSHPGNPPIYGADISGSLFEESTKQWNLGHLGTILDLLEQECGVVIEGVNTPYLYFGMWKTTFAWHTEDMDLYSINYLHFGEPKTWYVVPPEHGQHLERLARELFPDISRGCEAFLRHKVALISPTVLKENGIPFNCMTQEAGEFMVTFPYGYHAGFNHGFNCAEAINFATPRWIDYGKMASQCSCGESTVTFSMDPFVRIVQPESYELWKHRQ
SMN2 splice up = increases expression of the SMN2 splice variant; actives 2.8% (n = 210,000); HEK293 SMN2-luciferase splicing reporter, luminescence, 30-36 h; Potency, µM (series often up to 46.1 µM), without a hit: top-dose activity change, positive = activation, actives largely listed as activators; note: % of control where 0% means no effect; nearly all actives have a fitted effect of over 55% in size
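HEK293 cells carry an SMN2 minigene-luciferase reporter in which exon 7 inclusion puts luciferase in frame. Cells were seeded at 2000 cells/well, attached for 10-12 hours, then exposed to compounds for 30-36 hours at 37C before ONE-Glo luminescence.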
Tau fluor counter = counter-screen for tau fibril formation inhibitors. tau K18 P301L (four-repeat tau fragment) Alexa594 fluorescence, heparin fibrillization. Potency, µM (highest dose often 57.7 µM), inactives show top-dose activity change, negative = decrease. actives 0.93% (n = 280,000). AID 1463; note: % is set by controls: 0 for no effect and ±100 for the full control effect; nearly all actives have a fitted effect of over 55% in size
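Human K18 P301L tau (15 uM unlabeled plus 0.24 uM Alexa 594-labeled, final) in 100 mM sodium acetate pH 7 was mixed with compound and 20 uM heparin and incubated 6 hr at 37 C.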
HTT ATP protect = cytoprotection in Huntington HTT-Q103 PC12 cell model; PC12 HTT-Q103 induced, cytoprotection, ATP luminescence, 40 h; Potency, µM (doses to about 56.4 µM), for inactives: cytoprotection (ATP increase), most hits filed as activators; actives 0.14% (n = 230,000); AID 1471;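 note: % of control where 0% means no effect; nearly all actives have a fitted effect of over 45% in size; toxic huntingtin expression switched on by the ecdysone agonist tebufenozide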
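Compounds were screened for protection of PC12 cells against cell death after tebufenozide induction (100 nM final) of mutant Huntingtin exon 1 (Q103) fused to GFP.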
The depositor's hits bear a star; ? = inconclusive; . = no result given; [ ] = dose if it differs, or a comment. Unless noted, calls come from the whole dose curve; as a rule, active = well fitted curve in the direction sought with a large enough effect; inconclusive = small, poorly fitted or top-dose-only effect, or another doubt; inactive = no such curve, though single readings can be large; an effect the other way counts as inactive or inconclusive. Potency is the fitted concentration of half-maximal effect. An excerpt; rates above refer to the full screens.

SMILES	Tau ThT inhib	Tau fibril FP	ALDH1A1 inh	HttQ103 aggreg	KDM4E inh	SMN2 splice up	Tau fluor counter	HTT ATP protect
O=[N+]([O-])c1ccc(-c2c(O)c3ccccc3c3nc4ccccc4nc23)cc1	-16%	3%	-1%	7.1µM*	3%	-69%[inhibitor]	-21%	-18%
COc1ccc2[nH]c(=O)c(CN(Cc3ccco3)C(=O)c3ccccc3)cc2c1	-13%	-5%	?	-9%	?	-22%	-2%	1%
N/C(=N\OC(=O)/C=C/c1ccccc1Cl)c1cccnc1	?	?	.	-13%[9.22 µM]	-13%	.	-18%	-2%[10 µM]
O=C1C2=C(Nc3ccccc3SC2c2ccco2)c2ccccc21 (stereo unspecified)	13µM*	?	6.3µM*	15%	?	-2%	16µM*[quencher]	5%
COc1cc(/C=N/NC(=O)c2ccc(F)cc2)ccc1OC(=O)c1ccco1	-21%	-4%	4%	3%	-7%	5%	-16%	.
COc1ccc(N2CCN(CC(=O)N3CCC(C)CC3)CC2)cc1	-5%	8%	-11%	8%	1%	.	0%	-9%
C=CCS/C(=N\n1cnc2ccccc2c1=O)N(CC)CC	-5%	-1%	4%	8%[9.22 µM]	-1%	-4%	-5%	2%
NS(=O)(=O)c1ccc(CCNC(=O)NC2(C(F)(F)F)Oc3ccccc3O2)cc1	-1%	1%	8%	?	-27%	26%	-5%	-38%[10 µM]
COC(=O)CC1COc2ccccc2N1C(=O)c1ccc(Cl)cc1 (stereo unspecified)	-5%	3%	4%	-13%	-5%	0%	-6%	-10%
CCc1ccc(-c2csc(NC(=O)COC(=O)CCc3nc4ccccc4s3)n2)cc1	-16%	?	-1%	10%	9%	5.6µM*	-10%	13%[10 µM]
O=[N+]([O-])c1ccc(-c2ncc(-c3ccc(Br)cc3)o2)cc1	?	2%	-5%	-12%[9.22 µM]	12%	.	-8%	4%[10 µM]
O=C(Nc1ncc(Cc2ccc(C(F)(F)F)cc2)s1)c1ccc(-c2cccc([N+](=O)[O-])c2)o1	?	-4%	8%	-17%	-9%	-60%[inhibitor]	?	-1%[10 µM]
COc1ccc(NC(=O)c2cnc(C)cn2)cc1-n1cnnn1	-7%	1%	4%	14%	?	27%	5%	5%[10 µM]
Cc1noc(C)c1S(=O)(=O)Nc1ccc(O)c2c(=O)cc(-c3ccccc3Cl)oc12	-7%	-3%	.	-17%[9.22 µM]	9%	.	-26%	-10%[10 µM]
O=C(c1ccc(Cl)c(S(=O)(=O)N2CCOCC2)c1)N(c1ccccn1)C1CCCCC1	-2%	-7%	?	22%	6%	0%	-9%	.
CC(C)(C)c1ccc(C(=O)Nc2ccc(CN3CCS(=O)(=O)CC3)cc2)cc1	?	-7%	?	10%[9.22 µM]	?	.	-17%	-20%[10 µM]
COc1cc(/C=N/Nc2nncn2/N=C/c2ccc(O)c(OC)c2)ccc1O	?	0%	?	7%	?	25µM*	-14%	-80%[inhibitor][10 µM]
COc1ccc(CCN(Cc2cc3ccc(C)cc3n3nnnc23)C(C)=O)cc1OC	-6%	-9%	-1%	5%	-1%	-52%[inhibitor]	-16%	-9%
CCCCCCCC(=O)N/N=C/c1ccco1	-18%	4%	7%	-14%	2%	-3%	-12%	-16%
COc1cc(OC)c(C(=O)/C=C/c2ccccc2)c(O)c1O	13µM*	5%	.	-7%[9.22 µM]	-7%	.	-28%	1%[10 µM]
Clc1ccc(OCc2nn3c(-c4ccncc4)nnc3s2)cc1	-20%	-4%	0%	8%	-8%	-14%	-12%	0%
COc1ccc(C(C(=O)NCc2ccccc2)N(Cc2cccs2)C(=O)c2cnccn2)cc1 (stereo unspecified)	-4%	-4%	18%	3%	3%	7%	-9%	-56%[inhibitor]
O=C(CSc1nnc(CNc2ccc(Cl)cc2)n1Cc1ccccc1)NCc1ccco1	-11%	6%	?	-12%	-18%	-1%	-16%	-4%[10 µM]
O=C(CN1CCc2ccccc2C1)Nc1ccccc1N1CCCCCC1	?	-10%	?	-22%	?	-22%	-19%	23%[10 µM]
NC(=O)C1CCN(C(=O)c2ccc(NC3=NC4CS(=O)(=O)CC4S3)cc2)CC1 (stereo unspecified)	-4%	2%	6%	?	-2%	-17%	-6%	-11%
O=C(Nc1cccc(F)c1)c1cc(S(=O)(=O)NCCC2=CCCCC2)ccc1F	0%	-22%	?	?	205%[activator]	-59%[inhibitor]	?	-2%[10 µM]
CC(C)NC(=O)CSc1nc(N)c(NC(=O)c2ccccc2F)c(=O)[nH]1	10%	-3%	-2%	16%	-21%	7%	9%	-5%[10 µM]
CC1CCCN(C(=O)C(C)Sc2nc(-c3ccccc3)cc(C(F)(F)F)n2)C1 (stereo unspecified)	?	7%	-12%	?	1%	-28%	-16%	15%
Oc1csc(Cc2nc(-c3ccc4ccccc4c3)cs2)n1	3.5µM*	4%	?	21%	-11%	?	13µM*[quencher]	-15%
CCOc1ccc2c(O)csc2c1	25µM*	?	25µM*	-14%	-1%	-7%	-13%	5%[10 µM]
CC(=O)c1cccc(NC(=O)Cc2coc3cc4c(cc23)CCC4)c1	-3%	-10%	-9%	-27%	-4%	-30%[inhibitor]	?	27%[10 µM]
CC1(C)OC(=O)C(=CNCCc2ccc(O)cc2)C(=O)O1	9%	-11%	-9%	11%	0%	?	-1%	-37%[inhibitor]
Cc1cc(C)c2[nH]c(=O)c(CN(Cc3cccs3)C(=S)NCc3ccco3)cc2c1	-5%	-15%	?	-22%	?	-4%[1.84 µM]	-19%	-14%[10 µM]
O=c1cc(-c2ccccc2)c2ccc3c(c2o1)CN(Cc1cccc(Cl)c1)CO3	-19%	2%	.	.	.	-5%	?	.
Cc1nc2c3ccccc3n(CC(=O)c3ccc(F)cc3)c(=O)n2n1	-12%	-4%	-6%	-6%	1%	-7%	-15%	-17%
COC(CC(=O)NNC(=S)Nc1ccccc1)OC	10%	12%	6%	?	3%	-9%	10%	-13%
CN(C)C(CNc1ncnc2sccc12)c1cccs1 (stereo unspecified)	-6%	5%	2%	2%	2%	-22%	-4%	-27%
CCOC(=O)N1CCN(C(=O)C2CCN(S(=O)(=O)N3CCCC3)CC2)CC1	-4%	9%	?	6%	0%	-14%	6%	-26%
Cc1nc2ccc(S(=O)(=O)NC(C(=O)N3CCCC3)C(C)C)cc2s1 (stereo unspecified)	-4%	7%	8%	-5%	4%	3%	2%	2%
Cc1cc(C)c(C#N)c(SCc2cn3ccccc3n2)n1	12%	-8%	3%	-3%	-5%	-41%[inhibitor]	9%	0%[10 µM]
COc1ccc(C(=O)NC(=S)Nc2ccc(Cl)c(C(=O)O)c2)cc1	?	-1%	?	2%	-24%	30%	-6%	-15%
O=C(c1cccs1)N(Cc1nc2sc3c(c2c(=O)[nH]1)CCCC3)C1CCCC1	-5%	9%	?	?	?	28%	-3%	-24%[10 µM]
O=C(CNC(=O)c1ccco1)Nc1ccc(F)cc1	-6%	3%	6%	-4%	-2%	9%	-2%	-8%[10 µM]
COc1ccccc1NC(=S)NCc1cccnc1	-6%	1%	-8%	6%	-2%	-3%	-3%	.
Cn1c(C(=O)N2CCN(C(=O)c3ccco3)CC2)cc2c(=O)n3ccccc3nc21	-3%	-2%	?	13%	2%	13%	-3%	7%
CS(=O)(=O)N1CCc2cc(C(=O)N3CCN(c4ccccc4F)CC3)ccc21	5%	11%	.	.	.	-10%	4%	.
O=C(N/N=C/c1c(-c2ccccc2)[nH]c2ccccc12)c1cccnc1	?	18%	1%	-2%	-28%	?	-29%	-31%[10 µM]
CCS(=O)(=O)N1CCCC(C(=O)NCCCOC(C)C)C1 (stereo unspecified)	-4%	-3%	-7%	-6%	2%	-4%	2%	-11%
COc1cc2ccccc2cc1C(=O)NC(=S)Nc1cc(C(=O)O)ccc1C	?	-2%	9%	-2%	-21%	-1%	-2%	-40%
CCOC(=O)C(c1ccccc1)N1CCN(c2ccc(OC)cc2)CC1 (stereo unspecified)	-1%	5%	4%	4%	-7%	-8%	-11%	4%
COc1ccccc1OCCSc1nc2ccccc2n1CCO	-7%	-7%	-1%	-2%[9.22 µM]	9%	.	-11%	16%[10 µM]
CC(C)N(Cc1nc(-c2ccc(Cl)cc2)no1)C(=O)C(c1ccccc1)c1ccccc1	?	1%	6%	-30%	-7%	-28%	-14%	-40%[inhibitor]
C[C@@H]1CC=C[C@H]2[C@H]1C(=O)N(Cc1ccccc1)[C@H]2c1ccc(-c2cc3ccccc3s2)cc1F	-9%	5%	.	29%[9.22 µM]	?	.	-4%	-3%[10 µM]
COC(=O)c1c(C)nc(C)c(C(=O)OC)c1-c1ccsc1	-4%	4%	1%	-9%[9.22 µM]	?	.	-13%	13%[10 µM]
CCN(CC)CCNC(=O)c1ccc(NC(=O)c2c(F)cccc2Cl)cc1	3%	8%	-3%	21%	?	-4%	-3%	3%[10 µM]
COCCNC(=O)c1sc2ncn(CC(=O)N3CCCCC3)c(=O)c2c1C	5%	-1%	4%	2%	4%	-4%	3%	12%[1.9 µM]
COc1ccc(/C=N/N2CCOCC2)cc1Cn1cc([N+](=O)[O-])cn1	-4%	12%	.	-8%[9.22 µM]	5%	.	3%	22%[10 µM]
O=C(/C=C/c1c(Cl)cccc1Cl)n1cccn1	10µM*	?	-7%	19%	-4%	1%	-13%	-16%[10 µM]
CC1Cc2nc(SCC(=O)Nc3ccc4c(c3)OCO4)n(CCc3ccccc3)c(=O)c2S1 (stereo unspecified)	4%	-4%	9%	-8%	-1%	7%	-4%	-12%

Looked up by compound from above:
SMILES	Tau ThT inhib	Tau fibril FP	ALDH1A1 inh	HttQ103 aggreg	KDM4E inh	SMN2 splice up	Tau fluor counter	HTT ATP protect
C[C@@H]1CC=C[C@H]2[C@H]1C(=O)N(Cc1ccccc1)[C@H]2c1ccc(-c2cc3ccccc3s2)cc1F	-9%	5%	.	29%[9.22 µM]	?	.	-4%	-3%[10 µM]
CC(C)N(Cc1nc(-c2ccc(Cl)cc2)no1)C(=O)C(c1ccccc1)c1ccccc1	?	1%	6%	-30%	-7%	-28%	-14%	-40%[inhibitor]
COc1ccccc1OCCSc1nc2ccccc2n1CCO	-7%	-7%	-1%	-2%[9.22 µM]	9%	.	-11%	16%[10 µM]
